HSP90 refold inh: HSP90 inhibitors, primary screen, cell lysate, luminescence. inhibition, % at 5.6 µM. 290,000 compounds, 0.91% hits. Heat shock protein HSP 90 (rabbit reticulocyte lysate; luciferase refolding). Rabbit reticulocyte lysate, luciferase refolding luminescence, 3 h. AID 1789, 2009;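 active means inhibition above the screen-wide mean plus 3 SD, computed separately per campaign, cut at about 16% in these data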;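 further: 0% = DMSO wells and 100% = 60 µM geldanamycin wells; inhibitors lower the luminescence because luciferase stays unfolded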
HSF1 activator: HSF-1 activators, primary screen, NIH3T3-HGL cells, MG132 stress, luminescence, single point; NIH3T3-HGL HSF-1 luciferase reporter, 8 h; 100% = twice DMSO control signal; activation, % at 9 µM; 300,000 compounds, 1.7% hits;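 active means mean replicate activation of at least 50% with a set share of replicates each reaching 50%; inconclusive means only one of those two conditions met; inactive means mean below 50% and too few replicates reaching it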;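 further: 0% = median of the neutral control wells and 100% = twice that signal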
HSF1 inhib: HSF1 inhibitors in luciferase reporter cells, primary screen, cell-based, NIH3T3, luminescence; NIH3T3-HGL HSE-luciferase, MG132-induced, luminescence 8 h; hits give low values; activity change, negative = inhibition, % at 7.5 µM (by protocol); 300,000 compounds, 0.77% hits;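 active means more than half of replicate wells show activity change below -50%, luminescence cut by over half; inconclusive means some wells, but at most half, below -50%; inactive means no replicate well below -50%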;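 further: luciferase reports HSF-1 transcriptional activity via heat shock element; 0% = median of DMSO wells and -100% = zero luminescence signal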
AI-2 QS mod: Vibrio harveyi AI-2 quorum sensing modulators, primary screen, JMH597 strain, luminescence/OD600 ratio | AID 2094, 2009 | 300,000 compounds, 0.4% hits | activity change, % at 7.5 µM | Vibrio harveyi JMH597 AI-2 luminescence/OD600 ratio, 9 h; hits give low values; strain lacks LuxN and CqsS sensors; 0 = neutral-control median; in the data active means activity change below about -75%, passing the limit was not always enough; inconclusive means no clear call, values can overlap the other calls;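 further: luminescence divided by OD600 gain over 9 h not by final OD600 alone; inactives centre near 13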
KLF5 inhibitor: KLF5 expression inhibitors, primary screen, DLD-1 cells, luminescence; AID 1700, 2009; DLD-1 KLF5 promoter-luciferase reporter; 290,000 compounds, 0.23% hits; inhibition, % at 5 µM;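 active means inhibition above a per-plate limit of that plate's mean compound inhibition plus 3 SD, cut at about 60% in these data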;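 further: 0% = DMSO wells and 100% = LY294002 at 200 µM; higher means less KLF5 promoter-driven luciferase light; inactives centre near -14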
aSyn 5UTR inh: MLPCN primary screen, SNCA 5' untranslated region | alpha-synuclein 5'UTR reporter, inhibitor activity | 300,000 compounds, 0.82% hits | inhibition, % (tested at 7.5 µM); in the data active means inhibition above about 60%; inconclusive means no clear call, values can overlap the other calls;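 further: H4 neuroglioblastoma cells stably carrying SNCA 5'UTR luciferase fusion; 0% = DMSO wells and 100% = positive control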
HDAC3 inh: HDAC3 deacetylase inhibitors, primary screen, biochemical, fluorescence, cell-free homogeneous; inhibition, % at 8.3 µM; recombinant HDAC3, fluorogenic peptide/trypsin coupled; 320,000 compounds, 0.15% hits; Histone deacetylase 3 (Homo sapiens), O15379; in the data active means inhibition above about 26%, passing the limit was not always enough; inconclusive means no clear call, values can overlap the other calls
Target sequence (O15379 whole entry, looked up): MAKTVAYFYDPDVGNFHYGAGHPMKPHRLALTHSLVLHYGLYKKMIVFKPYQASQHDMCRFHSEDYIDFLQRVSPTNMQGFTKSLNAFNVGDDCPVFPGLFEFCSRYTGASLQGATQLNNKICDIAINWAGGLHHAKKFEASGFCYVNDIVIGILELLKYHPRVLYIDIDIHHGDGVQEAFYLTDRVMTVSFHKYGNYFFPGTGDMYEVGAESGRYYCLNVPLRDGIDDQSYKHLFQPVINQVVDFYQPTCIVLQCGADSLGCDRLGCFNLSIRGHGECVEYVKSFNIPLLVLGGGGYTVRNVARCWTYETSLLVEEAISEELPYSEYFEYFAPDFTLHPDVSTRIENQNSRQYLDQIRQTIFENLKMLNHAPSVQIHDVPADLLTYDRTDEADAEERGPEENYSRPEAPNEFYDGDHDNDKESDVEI
IEC-6 tox: cytotoxicity in IEC-6 intestinal epithelial cells, primary screen, cytotoxicity control for KLF5 inhibitor project, cell-based, luminescence. IEC-6 cytotoxicity, luminescence viability. inhibition, % at 5 µM. 290,000 compounds, 0.78% hits. AID 1825, 2009; in the data active means inhibition above about 22%;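 further: 0% = plate median of test compound wells and 100% = cytotoxic reference compound wells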
Platelet DG rel: inhibitors of platelet dense granule secretion, primary screen, cell-based, MLPCN, human platelets. human platelet-rich plasma, SFLLRN dense granule ATP release, luminescence. inhibition, %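 (compounds screened at 7.5 µM in platelet-rich plasma)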. 300,000 compounds, 0.22% hits. AID 1663, 2009;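 active means mean replicate score, as percent of positive control, at or above 50; inconclusive means mean below 50 but at least one replicate at or above 50; inactive means mean and every replicate below 50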
HIF act: HIF pathway transcriptional activators, primary screen, cell-based, U2OS HRE-luciferase, luminescence | U2OS HRE-luciferase reporter; normalized: DMSO 0%, desferrioxamine 100% | activation, % at 7.5 µM (by protocol) | 300,000 compounds, 0.32% hits;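 active means mean activation of at least 10% of the iron chelator positive control signal, with at least half of replicates also reaching 10%; inconclusive means mean and replicate majority disagree about reaching 10%; inactive means mean and most replicates under 10%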
Active calls of the source: *; ? = inconclusive; · = no result given.

SMILES | HSP90 refold inh | HSF1 activator | HSF1 inhib | AI-2 QS mod | KLF5 inhibitor | aSyn 5UTR inh | HDAC3 inh | IEC-6 tox | Platelet DG rel | HIF act
CCC(CC)C(=O)c1c[nH]c(C(=O)NCC2CCCO2)c1 (stereo not drawn) | -2 | 0 | 1 | 22 | -20 | -6 | -1 | 1 | 3 | -0.2
Cc1ccc(/C=C(\NC(=O)c2ccc(C)cc2)c2nc(=S)[nH][nH]2)cc1 | -2 | 24 | 19 | 46 | 3 | 2 | 2 | -7 | 0 | 0.5
CCc1nc(N2CCN(C(C)=O)CC2)c(C#N)c2c1COC(C)(C)C2 | 1 | 17 | 0 | 14 | 7 | 17 | -12 | -3 | 3 | 0.3
Cn1nnc(NC(=S)NC(=O)c2cc3ccccc3o2)n1 | -1 | 13 | -3 | 25 | -49 | -16 | -2 | 0 | 1 | 0.8
CCCn1c(N)c(NCCN2CCOCC2)c(=O)[nH]c1=O | 2 | -5 | -6 | 23 | -10 | -10 | 0 | -5 | -4 | -3.0
O=C(COC(=O)CSc1ccc(F)cc1)NCCCc1ccccc1 | · | 8 | 1 | -2 | · | 5 | 3 | · | -5 | 0.0
Cc1ccc(S(=O)(=O)Nc2nnc(C3CCCCC3)s2)cc1 | -3 | 44 | 11 | · | -2 | -1 | 2 | 6 | 15 | -1.2
COCCn1nnnc1C(c1ccc(Cl)cc1)N1CCSCC1 (stereo not drawn) | 10 | -5 | -2 | -4 | -22 | 13 | -14 | 6 | -2 | -0.4
COC(=O)C(Cc1ccccc1)NC(=O)CSc1nc(N)cc(=O)[nH]1 (stereo not drawn) | 1 | 6 | -3 | 29 | -18 | 2 | 1 | 6 | 3 | -0.6
O=C(NCc1ccco1)C1CCCN1C(=O)Nc1ccc(Cl)cc1 (stereo not drawn) | -7 | 1 | -2 | 7 | -12 | 4 | -2 | -6 | 1 | 0.3
COc1cccc2cc(C(=O)CC3(O)C(=O)N(Cc4ccccc4)c4ccccc43)c(=O)oc12 (stereo not drawn) | -1 | 1 | -7 | 26 | 2 | -12 | -3 | -5 | 2 | 0.1
NC(=O)COc1ccccc1C1=NO[C@@](CC(=O)O)(C(=O)Nc2ccc3c(c2)OCCO3)C1 | -9 | 28 | 9 | 24 | -34 | -8 | -1 | -12 | -10 | -17
CCN(CC)S(=O)(=O)c1cccc(C(=O)N[C@H](C(=O)OCC(=O)NC(=O)NC)C(C)C)c1 | -3 | -5 | 0 | 22 | -4 | 20 | 7 | -2 | 2 | -12
Fc1cccc(Nc2ncnc3sc4c(c23)CCC4)c1 | 3 | 27 | 5 | 12 | -16 | -29 | 3 | 14 | -11 | 1.8
CCOC(=O)c1sc(NC(=O)c2ccc(S(=O)(=O)N3CCCCCC3)cc2)nc1-c1ccccc1 | 0 | -11 | -12 | 8 | -2 | -12 | -6 | 2 | -2 | -0.2
O=C(CN1C(=O)NC2(CCCC2)C1=O)NCCC1=CCCCC1 | -3 | -21 | -3 | 15 | 9 | 1 | -1 | -3 | 12 | -0.4
CC(=O)Nc1ccc(C(=O)NNC(=O)CCCCC(=O)NNC(=O)c2ccc(NC(C)=O)cc2)cc1 | · | 0 | 0 | 26 | · | -41 | 3 | · | -9 | 0.3
CCC1CCCCN1S(=O)(=O)c1c(C)n(C)c(=O)n(C)c1=O (stereo not drawn) | · | -10 | -2 | 21 | · | 11 | 0 | · | -1 | -0.1
CCCCNC(=O)c1onc(CSc2cccc(Cl)c2)c1C(=O)O | -10 | -76 | -68* | 1 | -57 | 7 | -6 | -1 | 2 | -0.1
O=C(Cc1cnc2ncnn2c1)N1CCc2c([nH]c3ccccc23)C1c1ccccc1F (stereo not drawn) | 3 | 2 | -5 | 11 | -15 | -4 | ? | 7 | 0 | 0.6
Cc1ccc(S(=O)(=O)Cn2nnnc2CN(Cc2ccco2)CC2CCCO2)cc1 (stereo not drawn) | -3 | 59* | 20 | -13 | -13 | -16 | 0 | -3 | -2 | 0.1
CCCNC(=S)N(Cc1ccccc1)Cc1nc2ccccc2c(=O)[nH]1 | 0 | 15 | 10 | 17 | -9 | -15 | -9 | -8 | 14 | -0.3
COc1ccccc1C(=O)Nc1cc(-c2ccc(C)cc2)no1 | -1 | 39 | 3 | -2 | -56 | -178 | 14 | 10 | 12 | 2.7
O=C(Nc1ncccc1O)c1ccc(S(=O)(=O)N2CCCCCC2)cc1 | · | 4 | 2 | -4 | · | -53 | ? | · | -21 | 3.3
CC(Nc1nc(-c2ccc(F)cc2)cs1)c1nc2cc(C(F)(F)F)ccc2n1CCCO (stereo not drawn) | · | 33 | 32 | 15 | · | -5 | 2 | · | 3 | 0.1
CCCC(C)NC(=O)COC(=O)c1cccc(NS(C)(=O)=O)c1 (stereo not drawn) | 0 | 6 | 1 | 24 | -35 | 1 | -7 | -2 | -1 | -0.2
COCCCn1c(=O)c2ccccc2n(CC(=O)NC2CCCCC2)c1=O | -3 | -2 | 3 | 18 | -14 | -5 | -6 | -7 | -1 | 0.3
N#C/C(=C\c1cccc(Oc2ccc(C(F)(F)F)cc2[N+](=O)[O-])c1)c1nc2ccccc2[nH]1 | 2 | -6 | 1 | 10 | -11 | -6 | -12 | -2 | -1 | 0.5
O=C(NC1CCCc2ccccc21)c1cc(Cl)ccn1 (stereo not drawn) | -6 | 0 | -6 | 30 | 9 | 43 | 2 | 0 | -8 | -0.2
CC(C)Nc1nc(NC(C)C)nc(C(N)=O)n1 | 1 | -1 | 6 | 18 | -35 | 3 | 0 | 1 | -4 | -0.5
COc1ccc(Nc2nnc(SC(C(=O)Nc3cc(C)ccc3C)c3ccccc3)s2)cc1 (stereo not drawn) | 7 | 7 | -3 | 10 | -16 | -3 | -5 | 4 | 7 | -0.2
CCN(CC)S(=O)(=O)c1ccc(N=Nc2c(N)[nH]c(=O)[nH]c2=O)cc1 | 9 | -17 | 5 | 13 | -2 | 29 | ? | -1 | 1 | -0.1
CSCCC(NC(=O)c1ccc(Cl)cc1)C(=O)OCC(=O)N1CCCC1=O (stereo not drawn) | · | -15 | -3 | · | · | 3 | -5 | · | 6 | 0.2
COc1cc2[nH]c(=O)n(CCC(=O)NC3CCN(Cc4ccccc4)CC3)c(=O)c2cc1OC | 4 | 1 | -2 | 4 | -11 | 26 | · | 4 | 2 | -0.2
COc1cc(C2CC(=O)c3cnc(NC(C)=O)nc3C2)cc(OC)c1OC (stereo not drawn) | -1 | -14 | -7 | 27 | -22 | -15 | -1 | -2 | 1 | 0.2
O=C(CCc1ccccc1)Nc1nnc(-c2ccc3c(c2)OCCO3)o1 | 1 | 1 | 1 | -8 | -10 | -7 | -1 | 0 | 2 | 0.4
COC(=O)c1ccccc1NC(=S)NC(=O)c1ccccc1F | -1 | 11 | 10 | 8 | -39 | 14 | 2 | -1 | 19 | 0.2
COC(=O)Nc1cccn(Cc2c(Cl)cccc2Cl)c1=O | 2 | 1 | 0 | 24 | 2 | -2 | -15 | 4 | 19 | -0.8
COc1ccc(C(c2nnnn2Cc2cccs2)N2CCN(c3ccc(F)cc3)CC2)cc1OC (stereo not drawn) | 2 | 16 | 0 | 31 | 8 | 0 | -3 | 5 | 3 | -1.8
Cc1cc2c(cc1C)NC1=C(N2)OC(c2cccc(O)c2)C1=O (stereo not drawn) | 0 | 0 | -8 | 0 | -26 | -26 | 4 | 0 | 4 | -0.3
COc1cc(NC(=O)c2ccc3nsnc3c2)cc(OC)c1OC | 0 | -9 | -11 | 9 | 4 | 2 | 2 | 9 | -12 | 0.2
Cc1ccc(NC(=O)CSc2ccc3nnc(-c4ccccn4)n3n2)cc1 | 2 | 11 | -3 | 31 | -54 | 17 | · | -3 | 1 | -0.6
Cc1cc(-n2c(SCC(=O)NCc3cccs3)nc3n[nH]c(C)c3c2=N)ccc1Cl | 2 | 34 | 14 | 9 | 15 | 49 | 4 | -1 | 1 | -0.3
Cc1nnc(SCc2ccccn2)n(N)c1=O | -1 | 3 | -8 | 31 | -16 | 8 | -5 | 1 | 3 | -0.3
CCn1nc(CC(=O)Nc2ccc(-n3cnnn3)c(C)c2)c2ccccc2c1=O | 2 | 17 | -5 | 16 | 9 | -10 | 3 | 3 | -6 | -37
COCCCn1c(=O)cc(C)[nH]c1=S | 1 | -24 | -1 | 20 | -16 | -7 | 0 | -1 | 3 | 0.2
COc1cc2c(cc1OC)CN(C1CCCN(Cc3cc(Cl)ccc3O)C1)CC2 (stereo not drawn) | 0 | 5 | 2 | 20 | -61 | -7 | -10 | -8 | -12 | -6.7
C=CCC(NC(C)c1ccccc1)c1ccco1 (stereo not drawn) | 0 | -3 | -1 | -2 | 3 | -3 | -4 | -7 | 11 | 0.1
Nn1c(Cc2cccc3ccccc23)nnc1SCn1nnc2ccccc2c1=O | -4 | 11 | 4 | 12 | -20 | 6 | -8 | -8 | -8 | -0.2
CCCS(=O)(=O)N1CCC(C(=O)NCCN2CCCC2)CC1 | 3 | -9 | -1 | 21 | -9 | 10 | -3 | 0 | -6 | 0.0
CC1=C(C(=O)Nc2cccc(C(=O)NCc3ccc(F)cc3)c2)SCCO1 | -5 | 10 | -1 | 11 | -17 | 15 | 5 | -12 | 0 | -0.2
COc1cccc(N(CC(=O)NC2CCCCCC2)S(=O)(=O)c2ccccc2)c1 | -2 | 3 | 13 | 22 | -3 | 16 | -5 | 0 | -9 | -0.3
CCC(CC)c1nnc(NC(=O)CCS(=O)(=O)Cc2ccccc2)s1 | -1 | 17 | 0 | -2 | -5 | 18 | -6 | 6 | -2 | -0.4
O=C1CCN(Cc2ccccc2)CCN1CCO | · | -10 | -2 | 20 | · | -8 | -5 | · | -2 | -2.0
Cc1ccc(Oc2ncccc2/C=N/OCc2ccc(Cl)cc2Cl)cc1 | -1 | 1 | 4 | -35 | -45 | -1 | -10 | 0 | -39 | -0.3
CCOC(=O)CSc1nnc(Cc2ccccc2)n1CC1CCCO1 (stereo not drawn) | 2 | 1 | -8 | 9 | -28 | 1 | -3 | -4 | 11 | 0.1
CCOc1ccc(N(C(=O)c2snc(C(N)=O)c2N)C(C(=O)NCC2CCCO2)c2c[nH]c3ccccc23)cc1 (stereo not drawn) | 4 | 8 | 4 | · | -16 | 16 | 13 | -3 | -1 | -1.0
